KDM5B inh = KDM5B demethylase inhibition. Q9UGL1. KDM5B demethylase, FDH-coupled NADH fluorescence (FDH is formaldehyde dehydrogenase). Potency, µM (highest dose often 57.7 µM), for the others: top-dose activity change, negative = inhibition, actives largely listed as inhibitors. 220,000 tested, 2.6% active. AID 1347165; active means well fitted inhibition curve with a large enough effect; inconclusive means small, poorly fitted or top-dose-only effect; inactive means no such curve, though single readings can be large or run the other way; further: 0% is about no effect; nearly all actives have a fitted effect of over 70% in size
Target sequence (Q9UGL1 whole entry, looked up): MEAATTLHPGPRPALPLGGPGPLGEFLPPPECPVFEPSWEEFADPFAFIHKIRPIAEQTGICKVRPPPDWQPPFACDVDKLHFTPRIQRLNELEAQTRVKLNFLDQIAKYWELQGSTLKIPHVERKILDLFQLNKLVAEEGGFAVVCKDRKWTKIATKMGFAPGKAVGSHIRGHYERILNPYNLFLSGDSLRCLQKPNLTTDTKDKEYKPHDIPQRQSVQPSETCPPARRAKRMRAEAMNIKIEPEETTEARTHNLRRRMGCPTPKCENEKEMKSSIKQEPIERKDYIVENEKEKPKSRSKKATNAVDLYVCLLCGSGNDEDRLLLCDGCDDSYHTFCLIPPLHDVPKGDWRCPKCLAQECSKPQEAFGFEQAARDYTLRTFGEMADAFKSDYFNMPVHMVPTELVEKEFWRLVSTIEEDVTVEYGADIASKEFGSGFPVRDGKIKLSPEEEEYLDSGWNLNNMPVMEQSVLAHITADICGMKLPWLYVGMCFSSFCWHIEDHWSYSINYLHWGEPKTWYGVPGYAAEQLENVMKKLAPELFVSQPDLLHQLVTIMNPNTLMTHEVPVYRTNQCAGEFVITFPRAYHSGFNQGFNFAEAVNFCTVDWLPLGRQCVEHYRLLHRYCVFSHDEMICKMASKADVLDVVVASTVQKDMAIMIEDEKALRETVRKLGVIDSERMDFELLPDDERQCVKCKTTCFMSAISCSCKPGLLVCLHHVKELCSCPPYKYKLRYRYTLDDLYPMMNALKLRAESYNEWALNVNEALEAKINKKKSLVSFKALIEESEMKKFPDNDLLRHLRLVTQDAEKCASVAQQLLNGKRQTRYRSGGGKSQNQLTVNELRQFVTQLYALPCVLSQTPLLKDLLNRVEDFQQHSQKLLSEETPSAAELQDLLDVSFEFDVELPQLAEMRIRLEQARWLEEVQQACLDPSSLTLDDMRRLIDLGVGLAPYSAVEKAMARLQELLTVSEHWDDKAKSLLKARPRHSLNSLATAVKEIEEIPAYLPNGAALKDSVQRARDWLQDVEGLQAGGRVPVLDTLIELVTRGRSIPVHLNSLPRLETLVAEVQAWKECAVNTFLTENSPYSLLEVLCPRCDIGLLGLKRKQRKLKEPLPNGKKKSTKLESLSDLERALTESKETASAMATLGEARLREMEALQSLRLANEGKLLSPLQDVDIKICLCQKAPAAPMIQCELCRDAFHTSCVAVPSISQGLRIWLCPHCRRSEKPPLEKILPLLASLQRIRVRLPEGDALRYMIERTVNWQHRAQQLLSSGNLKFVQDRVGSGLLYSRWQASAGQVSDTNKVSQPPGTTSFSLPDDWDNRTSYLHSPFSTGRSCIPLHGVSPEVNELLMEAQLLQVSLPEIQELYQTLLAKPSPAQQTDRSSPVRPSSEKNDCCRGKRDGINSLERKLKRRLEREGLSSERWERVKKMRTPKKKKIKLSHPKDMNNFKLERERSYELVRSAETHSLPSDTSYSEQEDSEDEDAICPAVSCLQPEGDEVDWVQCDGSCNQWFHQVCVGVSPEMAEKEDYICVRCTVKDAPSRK
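Inhibition is measured as reduced NADH fluorescence generation from FDH coupling to formaldehyde release. Truncated KDM5BΔAP at 200 nM final acts on H3K4me3 peptide (12.5 µM in substrate mix) in pH 7.5 HEPES buffer with Tween-20, 30 min, room temperature.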
An asterisk follows results filed as active; i = inactive; u = inconclusive; & = joins results of further samples; [ ] = remark or other dose. Potency means the concentration at half of the fitted maximal effect. A portion of the library; the hit share may differ from the screen's.

KDM5B inh,compound
13.3%,O=C(NCCc1ccccn1)C12CC3CC(CC(C3)C1)C2
u,O=C(COc1ccc2c(C(F)(F)F)cc(=O)oc2c1)NCc1cccs1
u,O=C(NCCCN1CCCC1=O)C1Cn2cccc2C(=O)N1Cc1cccnc1 (centres undefined)
21.9%,Cc1nc(-c2nnc(SCC(=O)Nc3cc(C(F)(F)F)cc(C(F)(F)F)c3)n2C)cs1
2.7%,Cc1nc2c(c(-c3ccc(Cl)cc3)n1)CCN(C(=O)Cc1ccccn1)CC2
23.8%,COc1cccc(CNC(=O)C(=O)NCC2OCCCN2S(=O)(=O)c2cc(C)ccc2C)c1 (centres undefined)
-19.4%,Cc1ccc2c(CC(=O)Nc3ccc(S(=O)(=O)N4CCCCC4)cc3)coc2c1
3.1%,O=C(c1ccccc1Cl)N1CCC2(CC1)OCC(C(=O)N1CCCC1)N2C(=O)c1ccccc1 (centres undefined)
25.1µM*,Cc1ccc(-c2ccc3nnc(CNC(=O)c4ccc(F)cc4)n3n2)cc1
-3.2%,Cc1nc(-c2ccncc2)ncc1C(C)NC(=O)CN1C(=O)CNC1=O (centres undefined)
u,O=C([C@@H]1Cc2nc[nH]c2CN1Cc1cccc(OC(F)(F)F)c1)N1CCOCC1
-3.8%,CCNC(=O)Nc1ccc(OCC(=O)N2CCN(c3ccccc3Cl)CC2)nc1
u,CC(C)C(C)(C#N)NC(=O)COc1ccc2ccc(=O)oc2c1 (centres undefined)
0.1%,CS(=O)(=O)N(CC(=O)N1CCc2ccccc2C1)c1cc(C(F)(F)F)ccc1Cl
u,Cc1ccc(/C(=N/O)c2oc3ccc4c(C)cc(=O)oc4c3c2-c2ccccc2)cc1
-3.4%,CC(C)(C)OC(=O)N1CCC(c2c(C(=O)NCCc3ccsc3)cnn2-c2ccc(F)cc2F)CC1
-4.4%,Nc1c(C(=O)Nc2ccc(OC(F)(F)F)cc2)nnn1Cc1ccccc1
u,C[C@]1(CO)[C@H]2Cc3sc(NC(=O)c4ccco4)nc3[C@@H](CC(=O)Nc3ccccc3)[C@]2(C)CC[C@H]1O
14.4%,Cc1nc2nc(SCC(=O)Nc3cccc(Cl)c3C)[nH]c2cc1Br
4.4%,CCN1CCN(c2ccc(NC(=O)c3cc(OC)cc(OC)c3)cc2Cl)CC1
-18.9%,CCCS(=O)(=O)N1CCC2(CCCN(Cc3cccc(F)c3F)C2=O)C1 (centres undefined)
3.3%,COc1cc2c(=O)n(Cc3ccccc3)c(=O)n(CC(=O)Nc3cc(C(F)(F)F)ccc3Cl)c2cc1OC
5.5%,COc1ccc(CCC(=O)N2CCCC(c3nc(-c4cccnc4)no3)CCNC(=O)CC2)cc1 (centres undefined)
20.3%,CN1C(=O)c2ccc(C(=O)Nc3cccnc3)cc2C1=O
20.3%&25.5%,C[C@]12CCC(=O)C=C1C=C[C@@H]1[C@@H]2CC[C@@]2(C)[C@H]1CC[C@@]21CCC(=O)O1
-5.4%,Cc1ccc(/C=C(/C#N)C(=O)c2ccccc2)o1
-10.2%,CC(C)Nc1cc(CC2CC(=O)N(c3ccccc3)C2)ncn1 (centres undefined)
14.9%,COCC(C)n1c(C)cc(C(=O)COC(=O)c2nn(C)c(=O)c3ccccc23)c1C (centres undefined)
5.7%,Nc1cc(=O)[nH]c(SCc2ccccc2F)n1
-2.6%,CCCCOCCCNC(=O)Cn1cnc2c1c(=O)n(C)c(=O)n2C

An excerpt of these results, field by field.
CS(=O)(=O)N(CC(=O)N1CCc2ccccc2C1)c1cc(C(F)(F)F)ccc1Cl
- KDM5B inh = 0.1%

Cc1ccc(/C(=N/O)c2oc3ccc4c(C)cc(=O)oc4c3c2-c2ccccc2)cc1
- KDM5B inh = u

CC(C)(C)OC(=O)N1CCC(c2c(C(=O)NCCc3ccsc3)cnn2-c2ccc(F)cc2F)CC1
- KDM5B inh = -3.4%

Nc1c(C(=O)Nc2ccc(OC(F)(F)F)cc2)nnn1Cc1ccccc1
- KDM5B inh = -4.4%

(continued)
KDM5B inh,compound
u,CN(C)c1cccc(C(=O)NC(c2ccccc2)c2ccccc2)c1
-0.3%,O=C(Nc1ccc(F)cc1F)N1CCC2(CC1)SCC(=O)N2c1ccc(F)cc1
-10.6%,O=C(CCCl)Nc1nc2c(s1)CCc1ccccc1-2
-26.6%,C(#CCN1CCN(CC#CCOC(c2ccccc2)c2ccccc2)CC1)COC(c1ccccc1)c1ccccc1
2.5%[86.2 µM],COCCNC(=O)c1nc2sccn2c1Br
i,Cc1cc(C)c(CNC(=O)c2nc(-c3ccccc3)cc3c2ccn3C(C)C)c(=O)[nH]1
-10.2%,COc1cccc(CC(=O)N2CCN(C(=O)c3nnn4c3COC(c3ccc(F)cc3)C4)CC2)c1 (centres undefined)
u,Cc1cccc(CN2CCC(C(=O)N3CCCCCCNC(=O)CC3)CC2)c1
u,Cc1cc(=O)n(CC(=O)Nc2ccc(Cl)cc2)c(N2CCc3ccccc3C2)n1
1.9%,O=C(CSc1ncnc2nc[nH]c12)NCc1ccccc1Cl
9.2%,CC(=O)Nc1oc2ccccc2c(=O)c1-c1ccccc1
-21.4%,Cc1ccc(C(=O)Nc2ccc(-n3c(C)nc4ccccc4c3=O)cc2)cc1[N+](=O)[O-]
-3.4%,CCc1nn2c(=O)cc(CN3CCCCC3C)nc2s1 (centres undefined)
u,O=C(/C(=C/c1cccc(O)c1)c1nc2ccccc2s1)c1ccccc1
13.4%,Cc1ccc(NC(=O)C2(N(C)C(=O)Cc3nc(N)n[nH]3)CCCCC2)cc1
-20.7%,CCOc1ccccc1NC(=O)CSc1nccn1-c1cccc(C)c1
14.6%,COc1cccc(CNC(=O)N2CCN(Cc3ccc(Cl)s3)CC2)c1
14.5%,Cc1cc(C)c(NC(=O)Cn2c(=O)n(Cc3ccc(C(=O)NCc4ccco4)cc3)c(=O)c3sccc32)c(C)c1
2.0%,CC(=O)c1cccc(NC(=O)C(Sc2ccc(C(F)(F)F)cn2)c2ccccc2)c1 (centres undefined)
-5.1%,Cc1nncn1C1CCN(S(=O)(=O)c2ccc(Cl)cc2)CC1
-6.4%,Cc1ncccc1C(=O)N1CCC(C(=O)N2CCCCCCNC(=O)CC2)CC1
u,O=C(NCc1ccco1)c1ccc(Cn2c(SCc3ccccc3F)nc3cccnc32)cc1
6.8%,COc1cc(OC)c(NC(=O)CSc2nncn3c2cc2oc(C)cc23)cc1Cl
-22.3%,CCCn1ncc(C(=O)N2CCOCC2CC(=O)N2CCSCC2)c1C (centres undefined)
0.4%,O=C(CCCn1c(=O)c2ccccc2n(Cc2cccc(F)c2)c1=O)NCc1ccccc1Cl
-0.1%,COc1cccc(-c2cc(C3CCN(C(=O)Nc4ccc(Cl)cc4F)CC3)[nH]n2)c1
-26.4%,COc1ccc(CNC(=O)CC[C@@H]2CNC(=O)[C@@H]3C[C@H](NCc4ccc(F)cc4)CN23)cc1
14.6%[86.2 µM],CC(=O)Nc1ccc([C@@H](O)[C@H]2COCC(=O)N2CC(C)C)cc1
-12.3%[86.2 µM],Cc1noc2c(NCCN(C)C)cc(-c3ccc(Cl)cc3)nc12
-7.1%,O=C(Nc1cccc(C(=O)OCc2cc(=O)n3nc(C4CC4)sc3n2)c1)c1cccc(Cl)c1

Next part; it opens with the 5 that closed the last part.
KDM5B inh,compound
-0.1%,COc1cccc(-c2cc(C3CCN(C(=O)Nc4ccc(Cl)cc4F)CC3)[nH]n2)c1
-26.4%,COc1ccc(CNC(=O)CC[C@@H]2CNC(=O)[C@@H]3C[C@H](NCc4ccc(F)cc4)CN23)cc1
14.6%[86.2 µM],CC(=O)Nc1ccc([C@@H](O)[C@H]2COCC(=O)N2CC(C)C)cc1
-12.3%[86.2 µM],Cc1noc2c(NCCN(C)C)cc(-c3ccc(Cl)cc3)nc12
-7.1%,O=C(Nc1cccc(C(=O)OCc2cc(=O)n3nc(C4CC4)sc3n2)c1)c1cccc(Cl)c1
u,O=C(c1ccc(Oc2ccccc2)cc1)N1CCNc2cnc(Nc3cccc(C(F)(F)F)c3)nc2C1
5.9%,CC(CCNC(=O)c1ccncc1)c1ccccc1 (centres undefined)
-15.7%,O=C(Nc1ccccc1O)c1ccc(NC(=O)C2CC2)cc1
-4.2%,COc1ccc(-c2nc(-c3cc4cc(Br)ccc4oc3=O)cs2)cc1
28.9%,COc1cccc(S(=O)(=O)N2C[C@@H](C)[C@](O)(C3CCC3)C2)c1
17.7%,O=C(/C=C/c1cccs1)OCC(=O)c1ccccc1
-20.0%,Cc1cc(CN(C)C2CCc3nn(C)c(=O)n3CC2)n(C)n1 (centres undefined)
-9.2%,Cc1ccc(-n2cnc3cc(C(=O)NC4CCCCCC4)ccc32)c(C)c1
22.1%,CC(C)C(NC(=O)C1CC1)c1ccccc1 (centres undefined)
u,Cc1cccc(CNC(=O)c2cnc3sc(N4CCOCC4)nn3c2=O)c1
-16.0%,CC1(Cc2ccc3c(c2)OCO3)CCCN(CC(=O)NCc2ccco2)C1 (centres undefined)
18.5%,Cc1ccc(C(NC(=O)c2ccccc2S(C)(=O)=O)c2ccccc2)cc1 (centres undefined)
-21.9%,Fc1ccccc1-c1nc(NC2CCCCC2)c2ccccc2n1
u,Cc1c(C(=O)Nc2ccc(F)c(C(F)(F)F)c2)sc2nc(-c3ccccc3)cn12
12.7%,Cc1[nH]c2ccccc2c1/C=C/C(=O)c1ccc(Br)cc1
-8.5%,C/C(=N/Nc1ccc(S(=O)(=O)Nc2ccc(Cl)cc2)cc1[N+](=O)[O-])c1cccc([N+](=O)[O-])c1
-10.3%,CCOC(=O)C1=C(CN2CCN(CC)CC2)NC(=O)NC1c1ccc(Cl)cc1 (centres undefined)
6.3%,CCCSc1nc2c(c(=O)[nH]c(=O)n2C)n1CCOC
18.3%,CC(C)n1cnnc1-c1nn(C)c2c1CN(C(=O)c1nn(C)c3ccccc13)CC2
-30.4%,O=C(N/N=C/c1ccco1)c1cccc(NC(=O)c2ccccc2Cl)c1
-9.1%,COCCNC(=O)Cn1c(=O)n(CCCCCC(=O)NCc2ccc3c(c2)OCO3)c(=O)c2sccc21
26.7%[86.2 µM],CCN(CC)C(=O)[C@@H]1CCC[C@@H](NC(=O)c2cc(C)n(C)n2)CN(C)C(=O)C1
-13.1%,CN(C)C(=O)c1ccc(CNc2nc3ccccc3o2)cc1
u,Cc1ccc(Cn2c(CNC(=O)c3ccc(Cl)c([N+](=O)[O-])c3)nc3cccnc32)cc1
-22.8%,Cc1noc(C)c1[S+](=O)([O-])N1CCCC2(C1)C(=NC1CCCCC1)NC(=O)N2c1cccnc1 (centres undefined)
-17.7%[86.2 µM],CN(C)c1ccc(CN2CCNc3cc(Nc4cccnc4)ncc3C2)cc1
-22.9%,CCN(CC)c1ccc(CNC(=O)c2scnc2C)cn1
-15.3%,O=C(CN1C(=O)NC(Cc2c[nH]c3ccccc23)C1=O)Nc1ccccc1F (centres undefined)
u,CCOC(=O)c1ccc(NC(=O)CC2Nc3ccccc3NC2=O)cc1 (centres undefined)
-18.2%,O=C(c1cc2ccccc2[nH]1)N1CCC2(C1)NC(=O)N(Cc1ccc(Cl)cc1)C2=O (centres undefined)

(more compounds)
KDM5B inh,compound
u,COc1ccc(CCNC(=O)c2cc3n(n2)CC(c2ccc(Cl)cc2)OC3)cc1OC (centres undefined)
-3.0%[86.2 µM],Cc1nn(-c2ccc(C(F)(F)F)cc2)c(C)c1[C@@H]1C=C[C@@H](NC(=O)c2cccnc2)C1
-16.6%,COc1ccc(NC(=O)N2CCCN(C)c3ccccc32)c(C)c1
-6.1%,COc1ccc(C(=O)N2C[C@@H](F)[C@@H](OCc3nc4ccc(C(F)(F)F)cc4[nH]3)C2)cc1
-32.2%,COCCn1ncc(N2CCC(C(=O)N(C)CC(=O)Nc3ccc(F)cc3)C2)cc1=O (centres undefined)
2.6%,Cc1nc2ccc(C(=O)N(C)Cc3ccc(C(N)=O)cc3)cc2nc1C
2.8%,CC(=O)Oc1ccc(/C=C2/Oc3ccccc3C2=O)cc1
-18.7%,COc1cccc(NC(=O)C2CCCN(c3ncnc4onc(-c5ccc(F)cc5)c34)C2)c1 (centres undefined)
-25.1%,Cc1nccn1CCNC(=O)c1ccc(N2CC3CC(C2)[C@H]2CCCC(=O)N2C3)nc1 (some centres undefined)
-16.4%,Cc1ccc(N2C[C@]34C=C[C@H](O3)C(C(=O)N(C)Cc3ccno3)C4C2=O)cc1C (some centres undefined)
u,COc1cc(OC)cc(-c2nc(C3CC(=O)N(c4ccc(F)c(Cl)c4)C3)no2)c1 (centres undefined)
5.4%,CCCCCOc1ccc(/C=C/C(=O)O)cc1
23.2%,CCc1ccc(C(=O)NCC(C)C)o1
28.4%,CC(C)Oc1ccc(C(=O)N2Cc3cnn(Cc4ccc(F)cc4)c3C2)cc1
-24.2%,CCc1csc(CNC(=O)c2ccc(N(C)Cc3cccs3)nc2)n1
-6.1%,CCOc1ccccc1OCCCn1c(-c2ccc(Cl)cc2)nc2ccccc2c1=O
-0.1%[115 µM],COc1ccc(CN2CCCC3(C2)C(=NC2CCCC2)NC(=O)N3c2cccc(OC)c2)cc1 (centres undefined)
-98.2%[86.2 µM],Cc1noc2c(-c3ccc(N4CCOCC4)cc3)cc(-c3cccs3)nc12
-17.7%,COc1ccc(Cl)cc1S(=O)(=O)NCc1ccc2c(c1)CCN2C(=O)c1cccc(C)c1
-4.8%,Cc1cc(C(=O)N2CCC(N3C(=O)C(O)C34CCCCC4)CC2)nn1C (centres undefined)

Assay outcomes deposited in PubChem BioAssay by National Center for Advancing Translational Sciences (NCATS).
